RGS4 inh = Inhibitors of Regulator of G Protein Signaling (RGS) 4: qHTS; AID 504845, 2011; Regulator of G-protein signaling 4 (Homo sapiens), P49798; Transcreener GDP fluorescence polarization, RGS4-accelerated GTP hydrolysis; 390,000 compounds, 0.039% hits; Potency, µM (highest dose often 114 µM), without a hit: at the highest dose activity change, negative = inhibition, most hits filed as inhibitors; also: potency is read from the fitted curve at half-maximal effect; % is scaled to controls: 0 for no effect and ±100 for the full control effect; nearly all actives have a fitted effect of over 75% in size; some results filed as inactive show a strong effect at the top dose
Target sequence (P49798 whole entry, looked up): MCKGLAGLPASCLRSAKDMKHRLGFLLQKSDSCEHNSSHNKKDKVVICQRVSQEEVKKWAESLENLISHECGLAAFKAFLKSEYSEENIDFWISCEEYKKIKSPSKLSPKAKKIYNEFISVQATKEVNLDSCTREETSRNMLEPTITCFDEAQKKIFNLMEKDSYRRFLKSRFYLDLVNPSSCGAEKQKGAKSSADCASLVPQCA
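MLSMR compounds (23 nl, pin-transferred) preincubated 10 min at room temperature with a 500nM (2x) first reagent, then RGS4 at 900nM (2x) plus Transcreener GDP mix added; fluorescence polarization (620/688 nm) read before and after 90 min at 30 °C.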
ERG-DNA inh = qHTS for Small Molecule Inhibitors of the ERG Ets/DNA interaction. Transcriptional regulator ERG (Homo sapiens), P11308. fluorescence polarization, His-ERG Ets domain / labelled DNA. Potency, µM (doses to about 76.9 µM), inactives show top-dose FP activity, negative = inhibition, actives largely listed as inhibitors. 370,000 compounds, 0.028% hits. AID 624246, 2012; active = well fitted inhibition curve with a large enough effect in the polarisation, with a control signal flat; inconclusive = small, poorly fitted or top-dose-only effect, or effect the other way, or a change in a side signal; inactive = no such curve, though single readings can be large or run the other way; the % refers to the polarisation;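 also: polarization taken with two DNA probes labelled with fluorescein and Texas red; potency is read from the fitted curve at half-maximal effect; % of control where 0% means no effect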
Target sequence (P11308 whole entry, looked up, the tested form may be a part): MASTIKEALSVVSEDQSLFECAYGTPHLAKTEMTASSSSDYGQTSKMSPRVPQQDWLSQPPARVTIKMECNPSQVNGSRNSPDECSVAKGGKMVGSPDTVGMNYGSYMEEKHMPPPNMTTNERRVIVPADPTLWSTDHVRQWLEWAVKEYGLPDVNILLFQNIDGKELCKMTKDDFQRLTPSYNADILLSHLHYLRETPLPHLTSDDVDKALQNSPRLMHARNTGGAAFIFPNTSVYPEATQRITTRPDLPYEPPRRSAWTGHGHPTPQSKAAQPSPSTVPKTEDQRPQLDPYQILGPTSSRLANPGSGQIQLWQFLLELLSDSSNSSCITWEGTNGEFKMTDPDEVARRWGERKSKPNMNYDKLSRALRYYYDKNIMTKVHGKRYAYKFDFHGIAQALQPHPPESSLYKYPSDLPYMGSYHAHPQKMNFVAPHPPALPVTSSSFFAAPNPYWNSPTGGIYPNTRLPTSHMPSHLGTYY
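His-tagged ERG Ets domain (1 uM in the protein solution; 300mM KCl, 50mM Tris-HCl, 1mM EDTA, 1mM DTT, pH 7.5) received compound, then a probe mix of 5 nM fluorescein-DNA and 100nM Texas-615-DNA. Fluorescence polarization was read for both dyes.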
12-LOX inh = Primary qHTS assay for inhibitors of human arachidonate 12S-lipoxygenase (ALOX12): Round 2; Polyunsaturated fatty acid lipoxygenase ALOX12 (Homo sapiens), P18054; purified 12hLO, xylenol orange hydroperoxide absorbance; Potency, µM (titrated, usually from 108 µM), for inactives: at the top dose activity change, negative = inhibition, usual class: inhibitors; 580,000 compounds, 1.1% hits; also: potency is read from the fitted curve at half-maximal effect; % is scaled to controls: 0 for no effect and ±100 for the full control effect
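Hydroperoxide product was detected by ferrous iron/xylenol orange as the 573 to 405 nm absorbance ratio. Arachidonic acid at 40 uM (final) was turned over for 30 min at room temperature by 150 nM human 12hLO, pH 7.0 Hepes buffer, after 15 min compound preincubation.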
JMJD2A Tudor inh = qHTS Assay for Inhibitors of JMJD2A-Tudor Domain; Lysine-specific demethylase 4A (Homo sapiens), O75164; AlphaScreen JMJD2A-Tudor / H3K4me3 peptide binding; Potency, µM (series often up to 114 µM), without a hit: at the top dose activity change, negative = inhibition, usual class: inhibitors; 390,000 compounds, 4.4% hits; AID 504339, 2011; also: potency is read from the fitted curve at half-maximal effect; % is scaled to controls: 0 for no effect and ±100 for the full control effect; nearly all actives have a fitted effect of over 50% in size
PI4K2A block = qHTS for small molecular inhibitors of PI4K2A. activity change, negative = inhibition, % at 76.9 µM. Phosphatidylinositol 4-kinase type 2-alpha (Homo sapiens), Q9BTU6. 420,000 compounds, 0.13% hits. purified PI4K2A, ADP-Glo luminescence, 1 h; hits give low values; in the data active = activity change below about -50%; inconclusive = mostly about -30% to -49%;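 also: -100% = wells without enzyme as full effect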
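Compounds are screened against recombinant PI4K2A using PI as substrate and ATP, the latter dispensed at 300 microM. Reactions run one hour at ambient temperature before ADP-Glo detection; full inhibition defined by wells lacking enzyme.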
G9a inh = qHTS Assay for Inhibitors of Histone Lysine Methyltransferase G9a | Histone-lysine N-methyltransferase EHMT2 (Homo sapiens), Q96KQ7 | G9a H3K9 monomethylation, AlphaScreen, 2 h | Potency, µM (top dose mostly 102 µM), inactives show at the highest dose activity, negative = inhibition, most hits filed as inhibitors | 350,000 compounds, 8.8% hits; also: potency is read from the fitted curve at half-maximal effect; % is scaled to controls: 0 for no effect and ±100 for the full control effect; nearly all actives have a fitted effect of over 75% in size
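Enzyme 20 nM + cpd, 15 min RT; add b-H3K9 pep 500 nM / SAM 20 uM; 2 h RT; anti-H3K9me1 Ab 0.5 ug/mL + SA donor / anti-rabbit acceptor beads 20 ug/mL each, 10 min; AlphaScreen read.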
GLS inhibitor = qHTS for Inhibitors of Glutaminase (GLS); Glutaminase kidney isoform, mitochondrial (Homo sapiens), O94925; GLS enzymatic activity, qHTS titration; Potency, µM (titrated, usually from 45.5 µM), for the others: at the highest dose activity change, negative = inhibition, usual class: inhibitors; 410,000 compounds, 0.21% hits; AID 624170, 2012; also: potency is read from the fitted curve at half-maximal effect; % is scaled to controls: 0 for no effect and ±100 for the full control effect
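hKGA in 45 mM KH2PO4 pH 8.2, 0.02% Tween-20 with pin-transferred compounds; 1 mM L-glutamine (stock) plus glutamate oxidase/HRP/Amplex Red coupling added. Fluorescence read initially and after 30 min at RT.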
BAZ2B block = qHTS Assay for Inhibitors of BAZ2B | AID 504333, 2011 | AlphaScreen BAZ2B-H3K14Ac peptide displacement | Potency, µM (titrated, usually from 114 µM), for the others: top-dose activity change, negative = inhibition, actives largely listed as inhibitors | 360,000 compounds, 4.4% hits; also: potency is read from the fitted curve at half-maximal effect; % is scaled to controls: 0 for no effect and ±100 for the full control effect; nearly all actives have a fitted effect of over 60% in size
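Compounds, titrated to a top concentration of 110 uM, were incubated 30 min at room temperature with preformed BAZ2B/acetyl-K14 H3 peptide complex (50 nM each). Proximity signal was measured by AlphaScreen after 20 min with beads.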
HP1b binding inh = HTS for Inhibitors of HP1-beta Chromodomain Interactions with Methylated Histone Tails; Chromobox protein homolog 1 (Homo sapiens), P83916; AlphaScreen HP1-beta / biotin-H3K9me3 peptide binding; Potency, µM (highest dose often 114 µM), inactives show at the highest dose activity change, negative = inhibition, usual class: inhibitors; 390,000 compounds, 0.56% hits; AID 540317, 2011; also: potency is read from the fitted curve at half-maximal effect; nearly all actives have a fitted effect of over 70% in size; inactives centre near 23
Target sequence (P83916 whole entry, looked up): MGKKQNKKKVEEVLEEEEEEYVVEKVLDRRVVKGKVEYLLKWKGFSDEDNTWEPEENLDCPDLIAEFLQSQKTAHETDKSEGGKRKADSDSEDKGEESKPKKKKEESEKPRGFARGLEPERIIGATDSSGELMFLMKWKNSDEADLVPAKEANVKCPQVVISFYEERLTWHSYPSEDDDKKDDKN
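Compound inhibition of the preformed complex between 50 nM HP1-beta and 50 nM biotinylated H3K9me3 peptide was read by AlphaScreen. Buffer was PBS pH 7.4 with 0.01% Tween-20. Incubations ran 30 min at room temperature, with 10 ug/mL donor/acceptor beads.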
An asterisk follows results filed as active; u = inconclusive; x = not tested or not shown; [ ] = dose if it differs, or a comment. Unless noted, calls follow the shape of the dose curve; as a rule, active = well fitted curve in the direction sought with a large enough effect; inconclusive = small, poorly fitted or top-dose-only effect, or another doubt; inactive = no such curve, though single readings can be large; an effect the other way counts as inactive or inconclusive. Only part of the results is shown; the hit share may differ from the screen's.

SMILES | RGS4 inh | ERG-DNA inh | 12-LOX inh | JMJD2A Tudor inh | PI4K2A block | G9a inh | GLS inhibitor | BAZ2B block | HP1b binding inh
COc1ccc(N2C(=O)CC(NNc3nc4ccccc4s3)C2=O)cc1 (stereo not drawn) | -17% | -7% | 105%[activator] | -3% | 84 | -20%[59 µM] | 2% | -9% | 42%[activator]
O=C(O)c1ccccc1C(=O)N1CCN(c2ncccn2)CC1 | -12% | 2% | 0% | -4% | 2 | 16%[0.501 µM] | -1% | u | 49%[activator]
CCOC(=O)N1CCN(S(=O)(=O)c2ccc3c(c2)SC(C)C(=O)N3)CC1 (stereo not drawn) | 3%[11.4 µM] | 0% | 0% | -10%[57.1 µM] | 2 | -5%[59 µM] | 0% | -4% | 15%
O=C(OCc1c(F)cccc1Cl)c1cnc2ccccc2n1 | 13% | 18% | -11% | -10% | -3 | 3% | -13% | -13% | 27%
COc1ccc(/C=N/NC(=S)Nc2cccc(C(=O)O)c2)cc1 | 12% | 3% | u | -17% | -4 | 15% | -7% | 11% | -7%
CC(C)NC(=O)C(Cc1ccccc1)N1C(=O)c2ccccc2C1=O (stereo not drawn) | 5% | x | 13% | -6% | 5 | 1%[59 µM] | -16% | 9% | 12%
CSc1ccc(C(=O)C2CCCN(C(=O)CCCn3cncn3)C2)cc1 (stereo not drawn) | 13% | -7% | 2% | 1% | 1 | -42% | 1% | 4% | 22%
Cc1ccc2onc(CNC(=O)NCc3ccccc3)c2c1 | -7% | -6% | 5% | -14% | -2 | 7%[59 µM] | 1% | -16% | -4%
COCCNS(=O)(=O)c1ccc(-c2ccc(S(=O)(=O)NCCOC)cc2)cc1 | 4% | 9% | u | -16% | 14 | 18%[59 µM] | -3% | 0% | 25%
CC(C)(C)NS(=O)(=O)c1ccc(Oc2ncc(C(F)(F)F)cc2Cl)cc1 | 3% | -1% | -10% | -6% | -1 | 15%[59 µM] | -1% | 5% | 24%
O=C(/C=C/c1ccc([N+](=O)[O-])cc1)N1CCN(Cc2ccccc2)CC1 | -7% | -8% | 0% | -9% | 1 | -3% | -11% | 2% | 23%
CC(C)C[C@H](NC(=O)[C@H](Cc1ccccc1)n1c(=O)[nH]c2ccccc2c1=O)C(=O)N1CCC[C@@H]1C(=O)O | 30% | 1% | -12% | -15% | 4 | 10%[12.7 µM] | 0% | 1% | 26%
Cc1ccc(C)c(NC(=O)CN(C)C(=O)CSC(C)C(=O)Nc2cc(C)on2)c1 (stereo not drawn) | 26% | 14% | 82%[activator] | -9% | 2 | -11%[12.7 µM] | 0% | -3% | 24%
Cc1ccc(C2(C)NC(=O)N(CC(=O)Nc3ccccc3C(=O)N3CCCCC3)C2=O)cc1 (stereo not drawn) | 4% | -2% | 7% | -9% | 1 | -32% | 6% | 3% | 4%
CC1CCC(NC(=O)C2CCN(S(=O)(=O)c3ccc4nc5c(c(C(=O)O)c4c3)CC(C)CC5)CC2)CC1 (stereo not drawn) | -10%[56.9 µM] | 12% | -18% | -6% | 3 | 50µM* | 4% | -16% | 17%
CCCc1cc(=O)[nH]c(SCC(=O)Nc2cc(S(=O)(=O)N3CCOCC3)ccc2Cl)n1 | 22% | -2% | -6% | -11% | -3 | x | 1% | x | 12%
Fc1ccc(Oc2nccc(-c3ccc(Cl)cc3)n2)cc1 | -12% | -13% | 5% | 41%[activator] | -9 | 16%[59 µM] | -7% | 73%[activator] | 101%[activator]
Nc1ccc2ccccc2c1N=Nc1ccccc1 | -1% | -7% | -19% | 13µM* | -6 | x | 8% | x | 13µM*
CCOc1ncccc1C(=O)NCC(c1ccco1)N1CCCCC1 (stereo not drawn) | -21% | 3% | 7% | -11% | 0 | x | -5% | x | 22%
CCN1/C(=C2\OC(=S)N(C)C2=O)C=Cc2ccccc21 | -3% | 4% | -7% | -12% | 16 | 3% | 6% | x | 15%
COc1ccc(C(=O)N2CCc3ccc(NC(=O)c4ccccn4)cc3C2)cc1F | 18% | u | -3% | -11% | 3 | 7%[12.7 µM] | 1% | -37% | 25%
O=C(COC(=O)Cc1ccc(F)cc1)Nc1ccc2[nH]c(=O)[nH]c2c1 | -20% | 11% | -27% | -25% | 2 | 50µM* | 7% | -2% | 11%
OCC1(CCOc2ccccc2)CCN(Cc2ccc(OC(F)F)cc2)CC1 | 5% | -1% | -6% | -8% | -1 | 5% | 2% | -12% | 14%
COc1ccc(C(=O)N/N=C2/SCC(=O)N2Cc2ccc3c(c2)OCO3)cc1OC | 1% | -8% | 1% | -13% | 6 | -9% | 4% | 2% | 14%
O=c1c2ccccc2nc2ccc(NCc3cccs3)nn12 | 6% | 13% | -3% | -2% | 8 | 32%[59 µM] | -1% | -1% | 43%[activator]
SMILES | RGS4 inh | ERG-DNA inh | 12-LOX inh | JMJD2A Tudor inh | PI4K2A block | G9a inh | GLS inhibitor | BAZ2B block | HP1b binding inh
Cc1ccc(-c2nc(CS(=O)(=O)CC(=O)N3CC(C)CC(C)C3)c(C)o2)cc1 (stereo not drawn) | -17% | -6% | 0%[57.4 µM] | -16% | -5 | u | 2% | -4% | 52%[activator]
CCSc1ccccc1C(=O)NCc1ccc2c(c1)OCO2 | 35% | -1% | 0% | -1% | -4 | 78%[activator][59 µM] | -2% | 70%[activator] | 29%
N#CCO/N=C(\c1ccccc1)c1ccncc1 | 35% | -3% | -21% | -1% | 1 | 30%[0.501 µM] | 4% | -6%[57.1 µM] | 15%
O=C(c1ccccc1)C(CCc1ccccn1)CCc1ccccn1 | 10% | 4% | -6% | -12% | 0 | x | 3% | x | 3%
Nc1ccc2ncccc2c1N | -18% | -2% | -8% | -36% | -12 | -9%[59 µM] | -9% | u | 37%
CCOc1ccccc1CNC(=O)c1ccc(NC(=O)C2=CSCCO2)cc1 | -15% | 12% | -29% | -9% | 7 | 15% | 1% | -8% | 11%[57 µM]
COC(=O)C(Cc1cccc(C)n1)(c1ccccc1)c1ccccc1 | -10% | 6% | 0% | 38%[activator] | -4 | 66%[activator] | -3% | -1% | 67%[activator]
CCOC(=O)N1CCC(NC(=O)c2ccc3c(Cl)c4c(nc3c2)CCCC4)CC1 | -23% | -2% | 22% | -12% | 1 | -25% | 16% | 7% | 13%
Cc1cccc(NC(=O)c2sc3nc4c(cc3c2N)CCCCCC4)c1C | -17% | 4% | -10% | 2% | -5 | 36%[59 µM] | -35% | 42%[activator] | 90%[activator]
Oc1c(C(c2ccccc2)N2CCN(c3ccccc3)CC2)sc2nc(-c3ccco3)nn12 (stereo not drawn) | -46% | -2% | -13% | u | 21 | u | 9% | 19% | 68%
NC(=S)NN=C1c2cc(S(=O)(=O)N3CCOCC3)ccc2-c2ccc(S(=O)(=O)N3CCOCC3)cc21 | -32% | 0% | u | u | 0 | -10%[59 µM] | 7% | -32% | -4%
COC(=O)c1ccc(C2=NOC(C)(c3nnc(-c4cccc(Cl)c4)o3)C2)cc1 (stereo not drawn) | -2% | 4% | 2% | 0% | -2 | x | 5% | x | 55%[activator]
CC(C)OCCCn1c(=N)c(C(N)=S)cc2c(=O)n3ccccc3nc21 | u | -6% | u | u | -1 | u | -1% | -33% | -10%
Cc1ccc(/C=C/C(=O)N2CCN(S(=O)(=O)c3cccs3)CC2)o1 | u | -2% | u | -34% | -6 | 7.9µM* | -18% | -36% | -11%

Reformatted with two lines to a compound: 5 of the compounds above.
Each structure is followed by: RGS4 inh, ERG-DNA inh, 12-LOX inh, JMJD2A Tudor inh, PI4K2A block, G9a inh, GLS inhibitor, BAZ2B block, HP1b binding inh
- O=C(c1ccccc1)C(CCc1ccccn1)CCc1ccccn1
  10%, 4%, -6%, -12%, 0, x, 3%, x, 3%
- CC(C)OCCCn1c(=N)c(C(N)=S)cc2c(=O)n3ccccc3nc21
  u, -6%, u, u, -1, u, -1%, -33%, -10%
- Oc1c(C(c2ccccc2)N2CCN(c3ccccc3)CC2)sc2nc(-c3ccco3)nn12 (stereo not drawn)
  -46%, -2%, -13%, u, 21, u, 9%, 19%, 68%
- CCOc1ccccc1CNC(=O)c1ccc(NC(=O)C2=CSCCO2)cc1
  -15%, 12%, -29%, -9%, 7, 15%, 1%, -8%, 11%[57 µM]
- CCSc1ccccc1C(=O)NCc1ccc2c(c1)OCO2
  35%, -1%, 0%, -1%, -4, 78%[activator][59 µM], -2%, 70%[activator], 29%
